Bioassay records: PubChem BioAssay, National Center for Advancing Translational Sciences (NCATS)
HTT ATP protect: protects HTT-Q103 PC12 cells, measured by ATP. PC12 HTT-Q103 induced, cytoprotection, ATP luminescence, 40 h. 230,000 compounds, 0.14% hits. Potency, µM (titrated, usually from 56.4 µM), inactives show cytoprotection (ATP increase), actives largely listed as activators. AID 1471;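 also: % of control where 0% means no effect; nearly all actives have a fitted effect of over 45% in size; toxic huntingtin expression switched on by the ecdysone agonist tebufenozide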
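PC12 cells stably carrying ecdysone-inducible Htt exon 1 (Q103)–GFP were induced with 100 nM tebufenozide (final) alongside library compounds in a dose series. Cytoprotection was scored as retained ATP by ATPlite luminescence.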
Tau fluor counter: counter-screen for tau fibril formation inhibitors. AID 1463. Potency, µM (doses to about 57.7 µM), inactives show at the highest dose activity change, negative = decrease. 280,000 compounds, 0.93% hits. tau K18 P301L Alexa594 fluorescence, heparin fibrillization; also: % is scaled to controls: 0 for no effect and ±100 for the full control effect; nearly all actives have a fitted effect of over 55% in size
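Human K18 P301L tau (15 uM unlabeled plus 0.24 uM Alexa 594-labeled, final) in 100 mM sodium acetate pH 7 was mixed with compound and 20 uM heparin and incubated 6 hr at 37 C.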
Tau fibril FP: blocks human tau fibril formation measured by polarization; Potency, µM (series often up to 57.7 µM), without a hit: top-dose activity, negative = inhibition, most hits filed as inhibitors; 280,000 compounds, 0.39% hits; K18 P301L tau heparin fibrillization, Alexa594 FP, 6 h; P10636; AID 1468; also: % is scaled to controls: 0 for no effect and ±100 for the full control effect; nearly all actives have a fitted effect of over 55% in size
Target sequence (P10636 561-689 P618L limits assumed): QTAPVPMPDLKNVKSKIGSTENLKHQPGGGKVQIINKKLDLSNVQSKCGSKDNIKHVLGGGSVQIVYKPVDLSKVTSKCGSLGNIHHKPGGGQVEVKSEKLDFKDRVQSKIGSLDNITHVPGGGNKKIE
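Steps: dispense K18 P301L tau (15 uM plus 0.24 uM Alexa 594 tracer, final) in pH 7 sodium acetate; add compound; add heparin (20 uM final); incubate 6 hr, 37 C; add ThT (30 uM final); after 1 hr ambient, read FP.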
L3MBTL1 block: inhibitors of human L3MBTL1; Q9Y468; Potency, µM (series often up to 57.1 µM), for the others: at the highest dose activity, negative = inhibition, hits mostly inhibitors; AlphaScreen L3MBTL1–H3K9me1 peptide binding; 230,000 compounds, 0.66% hits; also: % is scaled to controls: 0 for no effect and ±100 for the full control effect; nearly all actives have a fitted effect of over 60% in size
Target sequence (Q9Y468 whole entry, looked up): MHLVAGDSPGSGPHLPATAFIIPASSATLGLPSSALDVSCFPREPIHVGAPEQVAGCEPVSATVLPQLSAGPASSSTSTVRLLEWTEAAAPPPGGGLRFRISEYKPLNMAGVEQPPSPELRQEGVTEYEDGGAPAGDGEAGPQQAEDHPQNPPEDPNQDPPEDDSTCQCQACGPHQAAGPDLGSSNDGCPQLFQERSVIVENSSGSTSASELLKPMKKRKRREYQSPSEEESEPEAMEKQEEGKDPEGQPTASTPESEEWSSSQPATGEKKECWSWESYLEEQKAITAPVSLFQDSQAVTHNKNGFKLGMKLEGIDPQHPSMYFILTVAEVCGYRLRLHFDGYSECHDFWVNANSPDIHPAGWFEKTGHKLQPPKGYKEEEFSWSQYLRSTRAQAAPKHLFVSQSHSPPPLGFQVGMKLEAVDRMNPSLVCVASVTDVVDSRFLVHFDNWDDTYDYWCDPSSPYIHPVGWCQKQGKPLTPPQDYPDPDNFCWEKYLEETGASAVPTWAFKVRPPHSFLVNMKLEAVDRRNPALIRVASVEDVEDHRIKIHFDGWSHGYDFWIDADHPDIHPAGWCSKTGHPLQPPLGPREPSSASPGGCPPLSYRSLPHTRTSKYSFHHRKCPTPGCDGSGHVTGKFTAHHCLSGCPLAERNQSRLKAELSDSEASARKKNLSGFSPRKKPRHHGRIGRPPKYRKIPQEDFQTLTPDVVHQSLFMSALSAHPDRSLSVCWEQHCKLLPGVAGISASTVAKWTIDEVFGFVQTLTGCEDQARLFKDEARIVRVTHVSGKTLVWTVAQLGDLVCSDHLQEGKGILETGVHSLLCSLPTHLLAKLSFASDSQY
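AlphaScreen proximity signal between nickel-chelate acceptor and streptavidin donor beads (final 10 ug/mL) reports binding of 50 nM L3MBTL1 to 75 nM biotin-H3 K9me1 peptide; complex incubated with compounds 30 min at room temperature; cefsulodin titration as control.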
Tau ThT inhib: tau fibrillization inhibition (ThT binding); AID 1460; Potency, µM (series often up to 57.4 µM), for the others: top-dose activity, negative = inhibition, hits mostly inhibitors; 270,000 compounds, 2.1% hits; recombinant tau K18 P301L (four-repeat tau fragment), heparin-induced fibrillization, ThT fluorescence; P10636; also: % is scaled to controls: 0 for no effect and ±100 for the full control effect; nearly all actives have a fitted effect of over 55% in size
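Aggregation was driven by heparin (20 uM final) acting on recombinant tau […] bearing P301L in 100 mM sodium acetate pH 7; fibrils were detected with Thioflavin T.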
RECQ1 inh: blocks DNA unwinding by human RECQ1 | P46063 | 240,000 compounds, 0.54% hits | AID 2549 | RECQ1 DNA unwinding, red fluorescence kinetic read | Potency, µM (highest dose often 57.3 µM), without a hit: at the top dose activity, negative = inhibition, actives largely listed as inhibitors;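 also: plate controls were vehicle for no effect and no enzyme for full effect; nearly all actives have a fitted effect of over 30% in size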
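RECQ1T1 50 nM; forked duplex (20 bp + 30-nt ss tails) 200 nM, ATP 2 mM final; pH 8.0, 2 mM MgCl2, 2.5 ug/ml poly(dI-dC); 15 min compound preincubation; discontinuous kinetic read over 2 h at RT.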
TexasRed fluor: alters Texas Red total fluorescence, flagging assay interference | AID 1479 | 280,000 compounds, 0.29% hits | Potency, µM (doses to about 106 µM), for inactives: at the top dose fluorescence change, negative = quenching | TRb/SRC2 Texas Red total fluorescence interference; active = well fitted curve in either direction with a large enough effect; inconclusive = small, poorly fitted or top-dose-only effect; also: % is scaled to controls: 0 for no effect and ±100 for the full control effect
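Human TRb ligand-binding domain at 0.6 uM with 20 nM Texas Red SRC2 peptide in Tris buffer containing 1 uM T3 and 5% DMSO, incubated with compound 5 h at ambient temperature. Total fluorescence (555/632 nm) calculated as parallel + 2 × perpendicular.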
TRb-SRC2 inh: disrupts binding of human TR beta to SRC2. P10828. TRbeta-SRC2 peptide binding, fluorescence polarization; receptor liganded with 1 µM T3. Potency, µM (top dose mostly 106 µM), for inactives: at the highest dose activity change, negative = inhibition, actives largely listed as inhibitors. 280,000 compounds, 0.065% hits;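 also: plate controls were bound peptide for no effect and peptide without receptor for full effect; nearly all actives have a fitted effect of over 50% in size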
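Human TRb LBD (0.6 uM) plus Texas Red-labeled SRC2 peptide (20 nM), 1uM T3, 5% DMSO, 5 hr at ambient temperature. Decreased polarization (555/632 nm) flags inhibition; data normalized to free and bound peptide controls.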
Active calls of the source: *; i = inactive; ? = inconclusive; . = not tested or not shown; [ ] = dose if it differs, or a comment. Unless noted, calls follow the shape of the dose curve; as a rule, active = well fitted curve in the direction sought with a large enough effect; inconclusive = small, poorly fitted or top-dose-only effect, or another doubt; inactive = no such curve, though single readings can be large; an effect the other way counts as inactive or inconclusive. Potency is read from the fitted curve at half-maximal effect. This is a subset; count on the stated rates, not on these rows.

canonical_smiles	HTT ATP protect	Tau fluor counter	Tau fibril FP	L3MBTL1 block	Tau ThT inhib	RECQ1 inh	TexasRed fluor	TRb-SRC2 inh
Cc1ccc(/C=C/C(=O)Nc2cccc3cccnc23)o1	-18%[10 µM]	-17%	-1%	-17%	?	-25%	5%	-4%
Cc1ccc(N2C(=O)c3ccccc3C2=O)cc1C	7%[10 µM]	-4%	-6%	22%[11.4 µM]	1%	-1%	-2%	7%
COC(=O)c1cccc(NC(=S)NC(C)C)c1	?	-24%	0%	.	-17%	i	-1%	0%
Cc1ccc(C(=O)c2cn(CC(=O)Nc3ccc(C)cc3Cl)c3nc(C)ccc3c2=O)cc1	.	-26%	-7%	.	?	.	?	2%
CC(CC(=O)O)CC(=O)Nc1ccccc1C(=O)O (configuration not stated)	8%	0%	-4%	5%	-3%	i	0%	-5%
Cc1ccc(C)c(Cn2nnc3c(=O)[nH]c(C(=O)Nc4ccc(F)cc4)nc32)c1	32%[10 µM]	0%	12%	5%	-4%	-4%	-3%	-5%
COC(=O)CNC(=O)CCc1nnc(C2(c3ccc(Cl)cc3)CCC2)o1	26%[10 µM]	-7%	-10%	1%	-9%	-7%	0%	-4%
CCN1CCN(C(c2cccs2)C(C)NC(=S)Nc2cc(C)ccc2C)CC1 (configuration not stated)	15%[10 µM]	-8%	-2%	.	.	i	0%	2%
COCCNC(=O)c1cnn2c(C(F)(F)F)cc(-c3ccc4c(c3)OCO4)nc12	-5%[10 µM]	3%	8%	1%	5%	0%	0%	8%
COC(=O)c1cc2n(n1)CCN(Cc1ccccc1Cl)C2=O	26%	-12%	-2%	-1%	-20%	-3%	0%	5%
CC1(C)CC(NC(=O)COc2ccccc2Cl)CC(C)(C)N1	.	3%	4%	8%	-2%	i	0%	-2%
CCC(C)NC(=O)C1c2ccccc2C(=O)N1Cc1ccccc1OC (configuration not stated)	15%[10 µM]	-7%	1%	1%	-8%	-14%	-1%	-9%

The listing continues.
canonical_smiles	HTT ATP protect	Tau fluor counter	Tau fibril FP	L3MBTL1 block	Tau ThT inhib	RECQ1 inh	TexasRed fluor	TRb-SRC2 inh
CCOC(=O)c1c(C)c(C(=O)NCCc2ccc(S(N)(=O)=O)cc2)c(C)n1CC	-8%	-9%	-2%	-4%	-10%	-4%	-2%	-5%
CC(C)OC(=O)CSc1nnc(Cc2ccccc2)n1Cc1ccco1	12%[1.9 µM]	13%	4%	-16%	11%	-14%	-5%	-1%
CC1(C)CC(C(CC(=O)Nc2nccs2)c2ccccc2)CCO1 (configuration not stated)	-1%[10 µM]	-4%	-8%	-6%	0%	0%	0%	-6%
COc1ccc(Cc2nnc(SCc3nc4ccccc4c(=O)[nH]3)n2C)cc1	-15%	-2%	3%	.	-3%	3%	-2%	-13%
COC/C=C/C1=CC2=CC(=O)C(C)(OC(=O)c3cnc4ccccc4n3)C(=O)C2=CN1CCc1ccccn1 (configuration not stated)	3%[10 µM]	-12%[11.6 µM]	1%[11.6 µM]	.	-4%[11.5 µM]	8%[11.5 µM]	-1%[11.2 µM]	3%[11.2 µM]
Cc1ccc2c(c1)N(CCC(=O)NCc1ccccc1Cl)C(=O)CO2	.	-23%	-7%	.	-9%	.	4%	4%
COc1ccc(S(=O)(=O)N2CCCC(C(=O)Nc3ccc(NC(=O)c4ccccn4)cc3)C2)cc1 (configuration not stated)	-25%	-25%	-14%	3%	1%	i	1%	3%
Cc1cc(C(=O)N/N=C/c2cccc([N+](=O)[O-])c2O)n[nH]1	12%[10 µM]	-21%	-4%	?	14µM*	-2%	-9%	-3%
CCCOC(=O)NC1CCS(=O)(=O)C1 (configuration not stated)	-3%	6%	8%	1%	3%	-2%	-3%	-3%
CCCCCN1C(=O)Cn2c(nc3ccccc3c2=O)C1C (configuration not stated)	-7%[10 µM]	-4%	1%	6%	-1%	i	-2%	-1%
CCN1CCOC(=O)C1CC(=O)Nc1cc(Cl)ccc1C (configuration not stated)	.	-14%	-4%	.	?	.	-1%	1%
CCOC(=O)N1CCC(NC(=O)c2ccc3nc4ccccc4c(=O)n3c2)CC1	18%	-8%	2%	1%	-6%	-6%	0%	-17%

Laid out differently: 3 of the compounds above
COCCNC(=O)c1cnn2c(C(F)(F)F)cc(-c3ccc4c(c3)OCO4)nc12
  HTT ATP protect: -5%[10 µM]	Tau fluor counter: 3%	Tau fibril FP: 8%	L3MBTL1 block: 1%	Tau ThT inhib: 5%	RECQ1 inh: 0%	TexasRed fluor: 0%	TRb-SRC2 inh: 8%
Cc1ccc(C(=O)c2cn(CC(=O)Nc3ccc(C)cc3Cl)c3nc(C)ccc3c2=O)cc1
  HTT ATP protect: .	Tau fluor counter: -26%	Tau fibril FP: -7%	L3MBTL1 block: .	Tau ThT inhib: ?	RECQ1 inh: .	TexasRed fluor: ?	TRb-SRC2 inh: 2%
COc1ccc(Cc2nnc(SCc3nc4ccccc4c(=O)[nH]3)n2C)cc1
  HTT ATP protect: -15%	Tau fluor counter: -2%	Tau fibril FP: 3%	L3MBTL1 block: .	Tau ThT inhib: -3%	RECQ1 inh: 3%	TexasRed fluor: -2%	TRb-SRC2 inh: -13%

The list goes on:
canonical_smiles	HTT ATP protect	Tau fluor counter	Tau fibril FP	L3MBTL1 block	Tau ThT inhib	RECQ1 inh	TexasRed fluor	TRb-SRC2 inh
O=C(CSc1cn(CCNC(=O)c2c(F)cccc2F)c2ccccc12)Nc1ccc(F)cc1	.	?	-5%	.	-13%	.	8%	13%
COc1cc(/C=C(\C#N)c2nc(-c3cc4ccccc4oc3=O)cs2)ccc1O	-12%[10 µM]	?	4%	-14%	3.5µM*	-3%	-6%	-2%
COc1ccc(CC(=O)OCC(=O)Nc2ccc3c(c2)OCO3)cc1OC	-19%	-12%	6%	?	-14%	-8%	-1%	-3%
Cc1cc(C(=O)OCC(=O)Nc2ccc(F)c(F)c2)c(C)o1	-2%	-18%	-4%	.	-7%	-3%	1%	-14%
NS(=O)(=O)c1ccc(Nc2ncccc2[N+](=O)[O-])cc1	4%	-7%	0%	.	?	-17%	-5%	0%
CCOC(=O)C1CCN(c2c(N3CCN(c4ccccc4OC)CC3)c(=O)c2=O)CC1	21%[10 µM]	-12%	-11%	4%	-7%	-6%	0%	0%
Cc1ccc(-c2ccc(=O)n(CC(=O)N3CCN(c4cc(Cl)ccc4C)CC3)n2)cc1	-53%[inhibitor]	-11%	9%	-2%	?	-13%	2%	4%
COC(=O)[C@H](CC(C)C)NC(=O)Nc1cccc(Br)c1	15%[10 µM]	-16%	-4%	5%	-9%	1%	-2%	6%
Cc1ccc(Cc2cnc(NC(=O)/C(C#N)=C/c3ccc(-c4cccc([N+](=O)[O-])c4)o3)s2)cc1	-39%[inhibitor]	-20%	6%	1%	?	-2%	?	?
CC(C)(C)OC(=O)N1Cc2cc3ccccc3nc2C1CO (configuration not stated)	-3%[10 µM]	-12%	3%	-2%	-16%	-2%	-2%	0%
COc1cccc(CN(C)CC(=O)Nc2ccccc2C(C)C)c1	-34%[inhibitor]	-3%	3%	20%	-3%	1%	0%	1%
Cn1c(=O)c2c(ncn2CC(=O)OCc2ccccc2)n(C)c1=O	-9%	-7%	-6%	6%	0%	-7%	1%	-4%

Carrying on.
canonical_smiles	HTT ATP protect	Tau fluor counter	Tau fibril FP	L3MBTL1 block	Tau ThT inhib	RECQ1 inh	TexasRed fluor	TRb-SRC2 inh
COc1cc(NC(=O)CN2C(=O)NC(C)(CCC(C)C)C2=O)cc(OC)c1 (configuration not stated)	-10%[10 µM]	-7%	1%	4%	-7%	-6%	-4%	4%
COc1ccc(NC(=O)CSc2nc(O)cc(=O)n2-c2ccccc2OC)cc1	8%[10 µM]	-7%	-4%	-4%	-9%	?	-3%	10%
COc1ccc(CCC(C)Nc2ccc(F)cc2)cc1 (configuration not stated)	-6%	?	5%	53%[activator]	?	-11%	-4%	-4%
COc1ccccc1OCc1nnc(SCC(=O)c2cc(Cl)ccc2OC)o1	4%[10 µM]	-23%	5%	3%	?	i	4%	3%
CCCSCCCNC(=O)c1cc2c(s1)CS(=O)(=O)C2	2%	2%	5%	-1%	-1%	?	-3%	2%
O=C(CCC1CCCN(C(=O)C2(c3ccccc3)CC2)C1)N1CCN(c2ccccn2)CC1 (configuration not stated)	-32%[10 µM]	7%[2.34 µM]	4%	8%	4%	-1%	0%	-3%
COC(=O)c1ccccc1NC(=O)c1cc([N+](=O)[O-])nn1Cc1ccccc1	-16%[10 µM]	-23%	-5%	3%	6%	-4%	0%	4%
CCOC(=O)N1CCC(NC(=O)CN2C(=O)C(CC)Oc3ccc(C)cc32)CC1 (configuration not stated)	25%[10 µM]	1%	-2%	6%	-4%	-4%	1%	-17%
COc1ccccc1NC(=O)Nc1ccccc1SC	3%[10 µM]	-5%	-5%	6%	-10%	i	-1%	1%
CCOC(=O)Cc1csc(/N=C/c2c(O)n(-c3ccc(C)c(C)c3)c(=O)c3ccccc23)n1	3%[10 µM]	3%	2%	-1%	2%	-4%	1%	8%
O=C(CCc1ccccc1)Nc1nn[nH]n1	11%[10 µM]	1%	2%	-4%	1%	2%	0%	-10%
C=CCN=C(NC#N)SC	2%[10 µM]	-2%	2%	-6%	1%	-1%	0%	-2%

(list continues)
canonical_smiles	HTT ATP protect	Tau fluor counter	Tau fibril FP	L3MBTL1 block	Tau ThT inhib	RECQ1 inh	TexasRed fluor	TRb-SRC2 inh
CCOc1ccccc1C(=O)NCC(c1ccc(N(C)C)cc1)N1CCc2ccccc21 (configuration not stated)	.	-20%	-1%	.	?	.	-2%	0%
COc1ccc(NC(=O)CSc2nc3ccc(OC)cc3[nH]2)cc1	7%[10 µM]	-21%	-1%	.	?	i	-1%	1%
Cc1cccc(-n2c(C)cc(/C=C3/C(=N)N4C(c5ccccc5)=CSC4=NC3=O)c2C)c1	-6%[10 µM]	-2%	-4%	3%	-5%	0%	-5%	10%
Cc1noc(NS(=O)(=O)c2ccc(N3C(=O)c4ccccc4C3=O)cc2)c1C	-1%[0.074 µM]	-1%	3%	4%	0%	8%	-2%	9%
